Compound activity (PubChem BioAssay)
FXIIa inh 1536: human FXIIa protease inhibitors, primary screen, biochemical, 1536-well. purified FXIIa, Boc-QGR-AMC fluorogenic substrate, 2 h. inhibition, % at 5 µM. Coagulation factor XII (Homo sapiens), P00748. actives 0.3% (n = 220,000); in the data active = inhibition above about 40%;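 note: 0% = enzyme with no compound and 100% = blank without enzyme; many of its hits are not listed in these tables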
Wee1 stabilizer: Wee1 degradation inhibitors, primary screen, cell-based, HeLa, Wee1K328M-luciferase, luminescence; HeLa Luc-Wee1K328M stability; 100% = proteasome inhibitor MG132 effect; reporter increase, % at 5 µM; actives 1.2% (n = 220,000);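 active = activation above the mean of all tested compounds plus 3 SD, set per screening run, cut at about 8.8% in these data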;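 note: cells exposed to compound for 20 h before luminescence read; 0% = DMSO alone and 100% = MG132 at 30 µM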
Target sequence (P30291 whole entry K328M): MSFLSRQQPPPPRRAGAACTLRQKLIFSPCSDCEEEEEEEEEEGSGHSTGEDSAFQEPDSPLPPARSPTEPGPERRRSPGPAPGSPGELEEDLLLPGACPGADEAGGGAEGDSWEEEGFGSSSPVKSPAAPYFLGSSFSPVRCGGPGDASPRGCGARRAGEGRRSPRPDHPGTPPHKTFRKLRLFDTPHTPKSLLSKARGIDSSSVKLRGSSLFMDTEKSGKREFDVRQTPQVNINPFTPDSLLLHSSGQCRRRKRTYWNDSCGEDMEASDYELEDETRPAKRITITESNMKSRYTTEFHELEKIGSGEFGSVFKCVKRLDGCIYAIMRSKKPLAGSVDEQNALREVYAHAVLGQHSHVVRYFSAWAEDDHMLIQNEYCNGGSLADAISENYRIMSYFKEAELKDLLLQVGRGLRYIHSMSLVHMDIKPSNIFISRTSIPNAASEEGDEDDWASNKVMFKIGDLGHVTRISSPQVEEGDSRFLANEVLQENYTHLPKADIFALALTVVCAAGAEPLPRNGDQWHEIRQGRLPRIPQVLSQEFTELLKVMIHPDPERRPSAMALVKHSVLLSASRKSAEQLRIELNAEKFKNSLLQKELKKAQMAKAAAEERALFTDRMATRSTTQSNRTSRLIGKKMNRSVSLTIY
TNF necrop inh: inhibitors of TNF-alpha triggered necroptosis, primary screen, cell-based, Jurkat FADD-/-, single concentration | Jurkat FADD-/- TNF necroptosis rescue, ATP luminescence, 24 h; 0 = TNF only, 100 = no-TNF cells | actives 0.068% (n = 220,000) | activation (protection from cell death), % at 10 µM;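 active = activation, meaning protection from cell death, of at least 50% relative to plate controls; inactive = activation below 50%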;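 note: necroptosis triggered by 40 ng/mL TNF-alpha added together with compound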
CHOP inh: inhibitors of CHOP promoter induction, primary screen, cell-based, unfolded protein response, luciferase reporter; actives 3.8% (n = 220,000); inhibition, % at 10 µM; CHO-K1 CHOP-promoter luciferase, tunicamycin-induced, 15-18 h;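 active = compounds that reduced the stress-induced luciferase reporter signal by more than about 70% of percent inhibition, limit read from the data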;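 note: 0% = tunicamycin plus vehicle and 100% = wells without tunicamycin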
L929 necroptosis: inhibitors of zVAD-triggered necroptosis, primary screen, L929 cells. L929 zVAD necroptosis rescue, ATP luminescence, 24 h; with zVAD 60 µM. viability rescue, % at 10 µM. actives 0.38% (n = 220,000);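 active = activation, scaled between plate controls, above about 75%, limit read from the data; inactive = activation under that limit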;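 note: 0% = zVAD with DMSO and 100% = DMSO alone without zVAD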
TbHK1 inh: Trypanosoma brucei hexokinase 1 inhibitors, primary screen, biochemical, G6PDH-coupled NADH absorbance, MLSCN library; hexokinase 1 [Trypanosoma brucei]; recombinant TbHK1, G6PDH-coupled NADH A340; inhibition, % at 10 µM; actives 0.11% (n = 220,000); AID 1430, 2008;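 active = inhibition of 50% or more in the single-dose primary screen; inactive = inhibition below 50%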
FXIa inh: human FXIa protease inhibitors, primary screen, biochemical, 1536-well | Coagulation factor XI (Homo sapiens), P03951 | purified FXIa, Boc-Glu-Ala-Arg-AMC fluorogenic substrate | inhibition, % at 5 µM | actives 0.14% (n = 220,000);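 active = inhibition of at least 40%; inactive = inhibition below 40%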;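 note: fluorescence of freed AMC excited at 355 nm; 0% = enzyme without compound and 100% = no enzyme blank; many of its hits are not listed in these tables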
EP2 antag: human EP2 receptor antagonists, primary screen, TR-FRET cAMP, C6 glioma cells. Prostaglandin E2 receptor EP2 subtype (Homo sapiens), P43116. C6 glioma cells expressing human EP2; cells stimulated with saturating PGE2. inhibition, % at 25 µM. actives 0.52% (n = 260,000);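 active = percent inhibition above 40 after rounding to a whole number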;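 note: rat C6 glioma host cells with rolipram phosphodiesterase inhibitor present; the protocol text gives 20 µM as final concentration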
Target sequence (P43116 whole entry, looked up): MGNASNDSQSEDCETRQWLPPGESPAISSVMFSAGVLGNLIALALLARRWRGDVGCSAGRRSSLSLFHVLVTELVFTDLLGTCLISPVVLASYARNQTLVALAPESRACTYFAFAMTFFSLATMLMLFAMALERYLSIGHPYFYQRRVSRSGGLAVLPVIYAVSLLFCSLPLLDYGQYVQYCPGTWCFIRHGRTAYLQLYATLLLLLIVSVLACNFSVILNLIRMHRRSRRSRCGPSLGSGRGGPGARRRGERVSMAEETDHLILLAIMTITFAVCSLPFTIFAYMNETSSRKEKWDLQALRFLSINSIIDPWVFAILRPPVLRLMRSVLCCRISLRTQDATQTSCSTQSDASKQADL
PPC-1+TRAIL kill: compounds killing PPC-1 cancer cells with TRAIL present, primary screen, TRAIL potentiator project, ATPLite luminescence, uHTS; PPC-1 cells + TRAIL, ATPLite viability luminescence; cell killing (% activity), % at 4 µM; actives 0.41% (n = 220,000); AID 1443, 2008;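 active = cell killing above 50% in the first pass at 4 µM, then a duplicate retest at 5 µM averaging 50% or more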;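 note: plate controls were cells with TRAIL plus DMSO for no effect and medium-only wells lacking cells for full effect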
Numbers without * were called inactive; x = no result given; & = joins results of further samples.

SMILES	FXIIa inh 1536	Wee1 stabilizer	TNF necrop inh	CHOP inh	L929 necroptosis	TbHK1 inh	FXIa inh	EP2 antag	PPC-1+TRAIL kill
CCc1nnc(NC(=O)c2cccc(S(=O)(=O)N3CCN(c4ccccc4)CC3)c2)s1	8.7	2.4	0.2	-4.5	-0.1	-0.3	2.2	7.0	16.1
CCOC(=O)Nc1ccc(C)cc1NC(=O)OCC	14.3	2.2	0.0	12.4	-0.1	-4.6	1.3	x	19.3
COCC(=O)Nc1cc(Cl)c(OC)cc1OC	6.6	-3.0	2.7	29.0	0.1	1.9	3.0	6.2	12.6
COc1cc2c(cc1NC(=O)C(C)Sc1nc3ccccc3n1C)oc1ccccc12 (stereo not given)	5.7	-1.1	5.1	21.5	1.8	-19.6	-4.2	7.2	26.3
CCOC(=O)C1=C(C)N(c2nonc2NC(C)=O)C(N)=C(C#N)C1c1ccccc1F (stereo not given)	26.5	-3.7	-1.1	3.2	0.3	-9.4	1.1	12.3	-20.8
COc1ccc(Br)cc1[C@H]1[C@@H]2C=CCC[C@@]2(C)C(=O)N1Cc1ccccc1	7.5	x	-5.0	48.9	0.0	-3.8	2.2	9.8	14.7
Cn1c(=O)oc2cc(S(=O)(=O)N3CCCC(C(=O)NC4CCCc5ccccc54)C3)ccc21 (stereo not given)	-3.7	-0.6	-0.2	-1.5	1.5	-9.1	-9.0	11.8	13.3
N#C/C(=C\c1cccs1)C(=O)NCC1CCCO1 (stereo not given)	-8.8	-0.7	-2.4	14.8	0.5	-39.7	-6.6	1.6	-4.3
COc1ccc(-n2cc(-c3ccccc3)c3c(NCCCN4CCOCC4)ncnc32)cc1	4.5	8.9*	3.2	5.1	-2.8	-7.9	0.4	7.5	-2.1
CC(C)CNC(=O)C1CCCN1S(=O)(=O)c1ccc(Cl)cc1 (stereo not given)	14.2	-1.2	-0.1	6.0	0.7	-7.7	3.7	5.0	25.0
Cc1ccc(-n2c(=O)c3sccc3n(CC(=O)N3CCCC3)c2=O)cc1	-2.4	1.0	-2.7	-34.9	-0.3	2.9	-2.7	10.5	3.0
Fc1ccc(N2CCN(/C=C/c3nnnn3-c3ccccc3)CC2)cc1	-0.5	-0.5	-9.4	21.9	-0.4	0.3	1.8	4.4	33.2
COc1ccc(-c2csc(NC(=O)c3ccccc3NS(=O)(=O)c3ccc(C)cc3)n2)cc1	7.0	-2.4	-1.2	58.3	-0.7	2.3	-4.1	5.0	7.3
Cc1ccc(Cn2c(SCC(C)C)nc3c2c(=O)n(C)c(=O)n3C)cc1	4.5	-2.9	-1.7	10.2	0.1	-5.0	-11.2	7.6	20.0
COc1cccc(/C=N/N2C(=O)NC3(CCCCC3)C2=O)c1O	-2.9	-1.3	-0.5	11.8	-0.5	-3.1	-5.5	10.6	6.8
COc1ccc(NC(=O)Nc2sc(=S)n(C)c2C)cc1	7.7	12.5*	-0.7	7.6	1.5	-9.4	11.6	8.2	12.3
CCc1ccccc1NC(=O)CSc1nnc([C@@H](N)Cc2ccccc2)o1	4.9	-0.5	1.0	4.3	0.4	-5.9	2.5	x	x
O=c1cc(-c2ccccc2)[nH][nH]1	14.8	1.3	-1.8	14.2	1.4	2.8	7.4	12.3	-4.3
Cc1cc2cc(C)c(NCCNC(=O)c3ccccc3Cl)nc2cc1C	-0.2	1.6	3.1	33.8	0.5	-11.3	0.8	4.7	3.2
Cc1ccc2[nH]c(=O)c(-c3nc4cc(C)ccn4c3NCc3ccco3)cc2c1	4.8	2.4	-0.5	92.7*	0.7	-4.1	0.8	4.9	17.6
CNC(=O)c1c[nH]n2c(=O)c(Cc3ccccc3F)c(C)nc12	10.8	-1.2	-1.9	16.3	1.4	-3.6	3.7	12.1	-24.2
CCOC(=O)N1CCN(Cc2nc(-c3cccc(Cl)c3)no2)CC1	5.5	-1.4	1.0	8.3	0.5	1.1	2.9	4.1	-4.8
CCOc1ccccc1NC(=O)CCn1c(=O)oc2ccccc21	-11.8	-1.1	-2.4	-0.9	-0.1	-6.4	-6.0	7.8	35.9
COc1ccccc1C/C(N)=N/OC(=O)c1ccco1	8.9	6.2	-0.7	-9.7	5.1	3.2	-1.8	7.6	-13.0
COc1cccc(NCCC(=O)c2cccc([N+](=O)[O-])c2)c1	25.9	-1.9	-2.1	-1.9	-0.8	-3.0	20.7	4.7	13.9
CCC(C)(C)NCC(=O)Nc1ccc(OC(F)(F)F)cc1	-7.3	-1.0	1.9	14.8	-0.9	1.6	-5.3	13.5	15.8
N#CCOc1nc(N2CCCC2)nc(N2CCCC2)n1	9.6	0.9	-0.3	6.8	-0.3	0.3	7.2	11.7	-7.3
Cc1cccc(-c2noc(CN(C(=O)C(c3ccccc3)c3ccccc3)C(C)C)n2)c1	-1.1	-1.6	1.1	42.4	1.9	3.1	-8.0	3.9	10.0
CCOc1ccc(S(=O)(=O)NC2CC2)cc1C(N)=O	9.8	-2.2	-0.6	9.5	1.2	-4.1	12.9	0.0	1.9
COCCOC(=O)c1c(NC(=O)CNCc2ccco2)sc(C(N)=O)c1C	5.8	-0.9	0.6	-25.1	0.0	-3.6	-0.8	1.3	14.2
NC(=O)C1CCN(c2oc(-c3ccccc3F)nc2S(=O)(=O)c2ccc(Cl)cc2)CC1	6.7	-1.9	-0.2	31.4	-0.4	-2.3	6.2	15.2	-18.8
CCc1ccc(CN(C)C(=O)CC2C(=O)NCCN2Cc2ccoc2)cc1 (stereo not given)	30.0	7.5	-1.2	-1.0	-0.2	4.9	16.2	1.1	14.0
O=C(Cn1nc(Cl)nc1Cl)c1cc2ccccc2oc1=O	15.4	2.4	-1.3	22.8	2.9	-0.7	7.6	4.0	-1.7
CC1Cc2ccccc2N1S(=O)(=O)c1cccc2nsnc12 (stereo not given)	42.6*	-1.1	-2.2	14.5	-0.6	-5.0	19.3	x	-7.8
COCCCN1C(=O)CC(C(=O)OC)=C1C	1.3	1.7	-0.1	-0.1	0.3	-4.2	-5.6	1.3	4.4
COc1ccc(-c2noc(CCCC(=O)O)n2)cc1	7.8	4.0	1.2	83.7*	0.3	-5.1	-2.0	7.7	-4.9
O=c1c2c3c(sc2ncn1/N=C/c1cccnc1)CCCC3	9.3	-1.7	0.4	-24.3	1.7	-9.9	0.5	6.7	3.4
COC(=O)NC(NC(=S)Nc1ccc([N+](=O)[O-])cc1)C(Cl)(Cl)Cl (stereo not given)	7.1	-0.8	0.6	-32.8	-0.2	-14.9	5.8	10.2	17.4
COCCCNC(=S)Nc1ccc2c(c1)OCCO2	3.1	-3.1	0.9	15.6	0.4	1.6	5.5	2.0	22.2
CCCc1cc2c(=O)c(-c3cscn3)c(C(=O)OCC)oc2cc1O	10.6	1.4	0.1	-16.8	2.9	-3.4	1.3	1.0	22.1
Cc1ccnc(NS(=O)(=O)c2ccc(N3C(=O)c4ccccc4C3=O)cc2)n1	12.3	0.3	-0.5	3.8	1.6	-6.0	6.1	9.1	-5.1
c1ccc(C2=Nn3c(nnc3-c3ccco3)SC2)cc1	-0.7	3.1	-0.7	-2.2	-0.1	-2.8	-1.7	7.1	-19.6
Cc1cc(C)cc(CSc2nnc(C)c(=O)[nH]2)c1	-5.3	0.5	-0.1	57.7	-0.7	5.5	-0.2	12.2	10.1
Cn1c(SCC(=O)N/N=C/c2ccc([N+](=O)[O-])s2)nnc1-c1ccccc1	3.7	-1.4	-12.1	104.8*	0.0	23.1	-1.0	17.0	28.3
O=C(CSc1nc2ccccc2[nH]1)N1CCN(C(=O)c2ccco2)CC1	1.4	0.8	1.2	7.2	39.5	-1.2	-4.5	3.2	18.9
CCCOC(=O)c1ccc(Oc2cn[nH]c2-c2ccc(O)cc2O)cc1	3.4	-3.6	-7.9	42.1	0.2	-3.8	4.3	5.7	21.0
O=C(COC(=O)Cc1cccs1)Nc1ccc(F)c(F)c1F	15.8	-1.2	0.5	24.6	0.7	2.1	3.5	6.2	0.4
COc1cccc(C(=O)NCC(=O)OCc2ccc(F)cc2Cl)c1	7.1	-1.6	1.3	-14.5	0.1	2.5	2.5	3.9	-3.4
CCN(CC)S(=O)(=O)c1cc(NC(=O)C(CC(C)C)NC(N)=O)ccc1C (stereo not given)	8.1	3.4	0.6	11.4	1.7	2.7	-3.0	4.6	20.8
CC(C)N1C(=O)C2C(C(=O)NC3CCCCC3)C3C=CC2(O3)C1C(=O)NC1CCCC1 (stereo not given)	-6.6	0.3	-0.3	22.1	0.2	6.4	-7.8	2.6	-6.2
The list goes on:
SMILES	FXIIa inh 1536	Wee1 stabilizer	TNF necrop inh	CHOP inh	L929 necroptosis	TbHK1 inh	FXIa inh	EP2 antag	PPC-1+TRAIL kill
COc1ccc(Nc2c3c(nc4ccccc24)CCCC3)cc1OC	8.2	1.5	3.5	-7.3	-2.0	-10.5	-4.5	5.1	x
O=C(O)c1ncn(Cc2ccccc2)c1C(=O)O	12.3	-3.5	1.1	34.1	0.1	27.0	-0.4	4.8	-10.3
O=C(CCn1c2c(c3ccccc31)CCCC2)NNC(=O)c1ccccc1C(=O)O	2.7	2.9	0.5	16.2	0.5	7.2	1.4	7.5	22.2
COC(=O)/C(C#N)=C/c1c(N2CCN(Cc3ccc4c(c3)OCO4)CC2)nc2c(C)cccn2c1=O	6.8	-1.4	-3.0	14.2	1.0	-30.1	-2.0	7.3	-5.0
Cc1ccc2c(c1)NC(=O)C(CC(=O)NCCCN1CCN(C3CCCCC3)CC1)O2 (stereo not given)	-5.7	-1.1	1.3	7.2	-0.2	5.4	-16.5	7.1	17.1
Clc1ccc(-c2cn(-c3ccccc3)c3[n+]2CCS3)cc1	4.2	-2.9	-0.4	-9.6	1.1	2.2	-2.8	6.5	14.2
CC(C)NC(=O)c1ccccc1NC(=O)Cc1ccc(Cl)cc1	16.2	-3.6	-2.1	-7.4	-0.2	-5.5	10.8	8.6	9.8
COCCN(CC(=O)NCc1ccccc1)C(=O)CCC(=O)Nc1nccs1	14.6	0.9	-1.5	15.8	-0.6	6.9	3.2	10.0&16.1	3.4
CC(C)(C)C(=O)Nc1nnc(-c2ccncc2)o1	3.6	-3.8	1.3	3.6	-0.5	-6.3	7.2	3.7	19.7
CCNC(=O)CC1SC(=Nc2cccc3ccccc23)N(C)C1=O (stereo not given)	11.4	-2.4	1.1	2.8	0.5	-2.9	9.0	2.4	22.4
O=C(NNS(=O)(=O)c1ccccc1)c1cnn(-c2ccc(Cl)cc2)c1C(F)(F)F	10.1	0.1	-0.4	-3.7	0.7	-0.4	1.2	6.7	-2.8

Three compounds picked at random from those above, as already listed:
SMILES	FXIIa inh 1536	Wee1 stabilizer	TNF necrop inh	CHOP inh	L929 necroptosis	TbHK1 inh	FXIa inh	EP2 antag	PPC-1+TRAIL kill
CCN(CC)S(=O)(=O)c1cc(NC(=O)C(CC(C)C)NC(N)=O)ccc1C (stereo not given)	8.1	3.4	0.6	11.4	1.7	2.7	-3.0	4.6	20.8
CC(C)CNC(=O)C1CCCN1S(=O)(=O)c1ccc(Cl)cc1 (stereo not given)	14.2	-1.2	-0.1	6.0	0.7	-7.7	3.7	5.0	25.0
COCC(=O)Nc1cc(Cl)c(OC)cc1OC	6.6	-3.0	2.7	29.0	0.1	1.9	3.0	6.2	12.6

Only part of the results is shown (hit frequency here may not be typical).
